Screening data deposited in PubChem BioAssay by Broad Institute.
PGC1a acetyl inh = PGC1a acetylation modulation, inhibitor mode; U2OS PGC1a acetylation, AlphaScreen anti-acetyl-lysine; with virally co-expressed GCN5 acetyltransferase; inhibition, % at 15.6 µM; hit rate 0.17% among 350,000;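 active = every replicate shows inhibition of at least 40%; inconclusive = mean inhibition at least 40% but some replicate below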;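 note: 0% = neutral control wells and 100% = positive control wells; some results beyond the cut were filed as inactive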
C2C12 statin = suppression of simvastatin myotoxicity. rescue of ATP level, % at 7.49 µM. hit rate 0.78% among 330,000. C2C12 myotubes + simvastatin, ATP luminescence, 48 h; scaled: DMSO 0, geranylgeraniol control 100. AID 602340;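 active = mean ATP rescue above about 67%, or every replicate alone reaching that limit, limit read from the data, passing the limit was not always enough; inconclusive = no clear call, values can overlap the other calls; inactive = mean under the limit and some replicate under it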;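 note: myotubes were challenged with 10 µM simvastatin during compound exposure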
ARNT-TACC3 inh = ARNT/TACC3 interaction disruption; AlphaScreen His-ARNT PAS-B/GST-TACC3 binding, luminescence; TACC3 fragment carries E629A point mutation; inhibition, % at 9.99 µM; hit rate 0.66% among 390,000;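 active = mean inhibition of replicates at least 50% and at least half of replicates each reaching 50%; inconclusive = half or more replicates reach 50% but mean below 50%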;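 note: 0% = complete ARNT plus TACC3 wells and 100% = ARNT alone without TACC3; many hits fall short of the cut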
PglD inh = inhibitors of Campylobacter jejuni PglD acetyltransferase | inhibition, % at 12.5 µM | AID 602405 | purified PglD enzyme, DTNB colorimetric CoA detection | hit rate 0.098% among 360,000; in the data active = inhibition above about 16%, passing the limit was not always enough; inconclusive = no clear call, values can overlap the other calls; note: strong numbers were not always called active
LGR2 antag = inhibitors of bursicon-induced Drosophila LGR2 receptor cAMP signaling | hit rate 0.35% among 380,000 | AID 720647 | inhibition, % at 9.99 µM | HEK293 LGR2, CRE-luciferase, bursicon-stimulated, 4 h;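 active = drop in luminescence signal, shown as inhibition above about 50% in the replicate tests, limit read from the data, passing the limit was not always enough; inconclusive = probably only some replicates passing the limit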;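 note: agonist challenge used bursicon conditioned medium at about half maximal strength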
INS-1E GSIS act = GLuc luminescence reporter in INS-1E cells, primary screen for activators of glucose-dependent secretion of insulin | INS-1E GLuc reporter insulin secretion, 2-3 h | activation, % at 16.6 µM | hit rate 0.61% among 370,000 | AID 743287;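 active = lowest replicate activation of at least 40%, so every replicate reaches that level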;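 note: 0% = median of neutral control wells and 100% = median of IBMX positive control wells; some compounds called inactive have numbers as strong as hits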
PAX8 inh HTS = lowers PAX8-driven luciferase in RMG-I cells | RMG-I TPO-luciferase reporter, SteadyGlo, 24 h | inhibition, % at 12.6 µM | hit rate 1.2% among 360,000;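 active = mean replicate inhibition at least 60% with every replicate also reaching 60%; inconclusive = only one of the two criteria is met; inactive = mean below 60% and not all replicates reaching 60%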;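 note: luciferase light reporting Pax8 driven TPO promoter activity; plate controls were median of neutral control wells for no effect and mitoxantrone controls for full effect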
Cneo AK release = causes C. neoformans cell lysis; adenylate kinase release luminescence, 4 h; normalised: neutral wells 0, clomiphene wells 100; hit rate 0.2% among 360,000; lysis activity, % at 15 µM;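 active = mean lysis activity across replicates of at least 80%, whatever share of replicates individually reach that level; inactive = mean lysis activity below 80%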
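Test system: log-phase Cryptococcus neoformans yeast cells; Quantity: yeast cell density of 5 × 10^6 cells/mL; Buffer or medium: YPD; Doses: single compound concentration per well; Timing: 4 h at 37 °C static, read 1 h later; Measured by: AK luminescence; Read-out basis: lysis from increased AK signal; Control set: Clomiphene as positive control.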
* = called active by the depositor; ? = inconclusive; . = not tested or not shown. Compounds as they come. About 2.9% of those tested had a hit in this group.

SMILES	PGC1a acetyl inh	C2C12 statin	ARNT-TACC3 inh	PglD inh	LGR2 antag	INS-1E GSIS act	PAX8 inh HTS	Cneo AK release
CCOC(=O)C1=CCN(S(=O)(=O)c2ccc(Cl)cc2)C1c1ccc(C)cc1 (configuration not stated)	-26	-1	.	-1	18	-3	9	2
C#CCN(C[C@@H](CC(C)C)NC(=O)OC(C)(C)C)S(=O)(=O)c1ccc(Br)cc1F	.	-1	-4	4	12	-1	9	-11
Cc1nc2c(C)cccn2c1C(=O)c1ccccc1	-19	2	-2	2	0	.	-39	6
C[C@@H]1CCCCO[C@H](CN(C)C(=O)Nc2cccc3ccccc23)[C@H](C)CN([C@@H](C)CO)C(=O)c2cc(NC(=O)Cc3ccccc3)ccc2O1	-7	36	7	2	19	-7	44	-1
O=C(CCn1c(=O)[nH]c2ccsc2c1=O)N1CCc2ccccc2C1	-12	-9	-2	3	.	.	11	-2
S=C(Nc1ccccc1)N1CCn2cccc2C1c1cccnc1 (configuration not stated)	.	.	4	.	-5	-8	3	.
Cc1cc(-c2ccc(Br)cc2)n[nH]1	3	.	0	.	-16	10	-22	.
Cc1cccc(C)c1Nc1nc2ccccc2o1	.	-21	-1	1	.	.	5	48
CC(C)(C)NC(=O)NC12CC3CC(CC(C3)C1)C2	.	.	-3	.	21	4	7	.
COc1ccc(CC(=O)Oc2ccc(C(C)C)cc2)cc1S(=O)(=O)N1CCOCC1	6	-3	-1	.	-10	-27	-3	.
O=c1[nH]c2cccnc2n1Cc1ccccc1	-5	7	-3	3	.	.	.	1
COc1ccc2[nH]c(=O)c(CN(C(=O)c3cccnc3)c3ccc(C)cc3)cc2c1	6	17	4	-1	.	.	.	-1
COc1cc(CC(=O)OCc2ccccc2F)cc(OC)c1OC	.	6	.	6	4	13	-18	-1
CC(C)(C)c1ccc(C(=O)NNc2cc(N3CCCCC3)nc(N3CCCCC3)n2)cc1	-14	.	-2	-5	.	-15	.	2
COn1c(=O)c(-c2ccc(C)cc2)[n+]([O-])c2ccccc21	-1	7	9	.	-1	9	4	-2
CCSc1nsc(NC(=O)Nc2cccc(OC)c2)n1	.	-28	-21	5	14	-43	-12	-1
Cc1cc(C(F)F)n2ncc(C(=O)NCCc3ccc(Cl)cc3)c2n1	-7	17	0	4	.	.	11	4
CO[C@@H]1CN(C)C(=O)c2cc(NC(=O)c3nc4ccccc4s3)ccc2OC[C@H](C)NC[C@@H]1C	5	-7	-7	-2	11	7	-4	-5
CCOC(=O)c1ccc2c(c1)nc(SCC(=O)N1CCCCC1)n2CC	-15	-6	0	-2	.	.	.	2
C/C=C/c1ccc2c(c1)O[C@H](CN(C)Cc1ccncc1)[C@@H](C)CN([C@H](C)CO)S2(=O)=O	1	-15	-8	2	0	1	.	-2
C[C@@H](NC(=O)C[C@@H]1C=C[C@H](NC(=O)Cc2ccccn2)[C@H](CO)O1)c1ccccc1	6	4	-1	1	-12	13	.	0
O=C(CSC1=NS(=O)(=O)c2cc(F)ccc2N1)Nc1ccccc1	.	.	-4	.	36	2	1	.
CCCCn1c(N)c(N(CCOC)C(=O)c2ccc(S(=O)(=O)N3CCCCCC3)cc2)c(=O)[nH]c1=O	4	3	-2	1	-4	-3	4	-2
C[C@@H]1CCCCO[C@H](CN(C)S(=O)(=O)c2cn(C)cn2)[C@H](C)CN([C@@H](C)CO)C(=O)c2cc(NC(=O)C3CCCCC3)ccc2O1	.	11	-11	-3	9	2	-12	-1
COc1c(NC(C)=O)c2ccccc2c2ccccc12	-1	-1	11	4	0	5	15	2

Another view of part of the listing above.
| Molecule | PGC1a acetyl inh | C2C12 statin | ARNT-TACC3 inh | PglD inh | LGR2 antag | INS-1E GSIS act | PAX8 inh HTS | Cneo AK release |
| --- | --- | --- | --- | --- | --- | --- | --- | --- |
| C/C=C/c1ccc2c(c1)O[C@H](CN(C)Cc1ccncc1)[C@@H](C)CN([C@H](C)CO)S2(=O)=O | 1 | -15 | -8 | 2 | 0 | 1 | . | -2 |
| C[C@@H]1CCCCO[C@H](CN(C)C(=O)Nc2cccc3ccccc23)[C@H](C)CN([C@@H](C)CO)C(=O)c2cc(NC(=O)Cc3ccccc3)ccc2O1 | -7 | 36 | 7 | 2 | 19 | -7 | 44 | -1 |
| Cc1cc(C(F)F)n2ncc(C(=O)NCCc3ccc(Cl)cc3)c2n1 | -7 | 17 | 0 | 4 | . | . | 11 | 4 |

Following part.
SMILES	PGC1a acetyl inh	C2C12 statin	ARNT-TACC3 inh	PglD inh	LGR2 antag	INS-1E GSIS act	PAX8 inh HTS	Cneo AK release
C[C@@H]1CN([C@@H](C)CO)C(=O)c2cc(-c3ccccc3)cnc2O[C@@H]1CN(C)Cc1ccccc1	9	16	2	0	7	-7	.	6
Cc1ccc(C)c(CS(=O)(=O)c2cn(CC(=O)N3CCCCC3)c3ccccc23)c1	.	.	.	-3	7	5	-9	3
COc1ccc(NC(=O)c2ccccc2Oc2ccccc2)cc1	-2	10	-6	-6	-10	-9	-6	3
CS(=O)(=O)N1CCN(Cc2ccccc2C(F)(F)F)CC1	2	-11	-4	-16	-10	-1	.	0
CCCN1CCN(CC(=O)Nc2nncs2)CC1	1	28	-3	2	5	2	-7	0
O=C(Nc1cccc(C(F)(F)F)c1)C1CC(=O)N(CCc2ccccc2)C1 (configuration not stated)	0	1	-19	-2	-9	-28	20	0
COc1ccc(-c2cc(C(=O)NCCN3CCOCC3)c3ccccc3n2)cc1OC	-2	.	2	0	9	14	6	5
Cc1ccc(S(=O)(=O)N(C)C[C@@H]2Oc3ccc(NS(C)(=O)=O)cc3CC(=O)N([C@@H](C)CO)C[C@@H]2C)cc1	-6	-23	2	-1	-19	-1	3	-4
O=C(/C=C/c1ccc(Cl)cc1Cl)N1CCN(c2ccc([N+](=O)[O-])c(N3CCOCC3)c2)CC1	.	.	-6	.	-1	-23	-2	.
CCCCOC(=O)Nc1ccc(N(C)C)cc1	.	.	7	.	-16	-19	-162	.
C[C@@H](C(=O)Nc1ccc2ccccc2c1)[C@@H]1C[C@@]1(C)[C@@H](NC(=O)c1cccnc1)c1ccccc1	.	2	-1	0	5	-15	4	8
O=C1c2oc3ccccc3c(=O)c2C(c2ccccn2)N1Cc1ccccc1 (configuration not stated)	-3	-1	-10	1	.	.	.	4
O=C(NCC[C@@H]1CC[C@H](NC(=O)C2CCCCC2)[C@H](CO)O1)c1cc(Cl)cc(Cl)c1	-8	4	.	0	23	6	-3	0
CCOC(=O)C1CCN(C(=O)CCNS(=O)(=O)c2ccc(C)cc2)CC1	0	9	.	1	.	.	1	-1
O=C(O)CSc1cc(NS(=O)(=O)c2cccc([N+](=O)[O-])c2)c2ccccc2c1O	38	33	61*	3	?	-19	29	-4
O=C(CCCSc1nc2ccccc2c(=O)[nH]1)c1ccccc1	6	-13	-7	-4	-10	-4	-15	-1
Cc1ccc(OCC(=O)NNC(=O)C2CCCO2)c(C)c1 (configuration not stated)	0	5	-1	1	-26	-4	-26	2
Cc1nc(SCc2ccc(F)cc2)n[nH]1	-4	-2	-27	0	3	2	-50	0
CC(C)(C)C(=O)C[n+]1ccccc1	.	.	-14	4	-9	-4	-5	-3
NC(N)=NC(N)=Nc1cccc2ccccc12	9	-8	3	-5	11	-6	0	-2
COc1ccc(S(N)(=O)=O)cc1C(=O)NCCCN1CCN(c2ccccc2OC)CC1	2	.	-7	-5	-5	7	17	25
O=C(Nc1ccccc1F)N1CCC(NC(=O)C23CC4CC(CC(C4)C2)C3)CC1	13	-33	7	-5	-15	5	4	-1
NC(=O)c1ccc(Cn2c(C(=O)c3ccc(Cl)cc3)c3ccccc3[n+]2[O-])cc1	-4	20	4	-2	0	9	18	-1
Cc1cccc(N(C(=O)CCC(=O)Nc2cc(C)on2)C(C(=O)NC2CCCC2)c2ccc(C)o2)c1 (configuration not stated)	.	.	-3	.	-33	-19	-62	.
Cn1c(=O)n(C)c2cc(S(=O)(=O)N3CCCc4ccccc43)ccc21	12	-11	1	-3	-16	30	.	-1

Gathered by group: those above containing bromine (2)
SMILES	PGC1a acetyl inh	C2C12 statin	ARNT-TACC3 inh	PglD inh	LGR2 antag	INS-1E GSIS act	PAX8 inh HTS	Cneo AK release
C#CCN(C[C@@H](CC(C)C)NC(=O)OC(C)(C)C)S(=O)(=O)c1ccc(Br)cc1F	.	-1	-4	4	12	-1	9	-11
Cc1cc(-c2ccc(Br)cc2)n[nH]1	3	.	0	.	-16	10	-22	.

The listing continues:
SMILES	PGC1a acetyl inh	C2C12 statin	ARNT-TACC3 inh	PglD inh	LGR2 antag	INS-1E GSIS act	PAX8 inh HTS	Cneo AK release
CCN1CCN(c2nc(Nc3ccccc3)nc(N)c2[N+](=O)[O-])CC1	6	7	-7	.	-9	51	-10	.
C[C@H](CO)N1C[C@H](C)[C@@H](CN(C)Cc2ccc(Cl)c(Cl)c2)Oc2ccc(NC(=O)C3CC3)cc2C1=O	-6	-44	3	-3	25	-11	.	8
CNC(=O)C[C@@H]1CC[C@H]2[C@H](COc3ccc(NC(=O)c4cccc(OC)c4)cc3C(=O)N2C)O1	-6	-34	-9	-2	18	2	6	0
CCc1cccc2c(C=C(C#N)C#N)cn(CC(=O)N3CCCCC3)c12	.	-17	5	.	10	16	.	.
CCCCC(=O)Nc1ccc(NC(=O)c2ccc(C)c([N+](=O)[O-])c2)cc1OC	.	-27	-7	.	-4	17	14	.
O=C(Nc1ccc2c(c1)OCCO2)C(c1ccnc2ccccc12)N1CCN(c2ccc(F)cc2)CC1 (configuration not stated)	-10	1	.	-4	-26	-19	5	2
Cn1c(N)c(C(=O)CSc2nnc3n2CCCCC3)c(=O)n(C)c1=O	5	1	1	2	-3	6	8	0
CS(=O)(=O)N(CC(=O)N1CCN(Cc2ccccc2)CC1)c1ccccc1Br	3	5	3	-7	7	-4	23	0
CCCSC1=C(C#N)C(c2cccs2)C(C(=O)Nc2ccccc2)=C(C)N1 (configuration not stated)	-1	.	0	-10	-5	-25	.	6
COCc1cn(CC[C@H]2CC[C@@H](NC(=O)Cc3cccnc3)[C@H](CO)O2)nn1	2	-9	.	-3	-39	1	-3	-3
CC(C)Oc1ccc(C(=O)Nc2ccc(N3CCCC3)cc2)cc1	13	-14	0	-1	-9	6	.	1
CCCNC(=O)N1C[C@H](O)COC[C@@H]2O[C@@H](CC(=O)N3CCCCC3)CC[C@H]21	3	6	4	2	20	6	-8	-2
Cc1cccc(NC(=O)c2ccc3c(=O)n(CC4CCCO4)c(=S)[nH]c3c2)c1 (configuration not stated)	.	-22	1	4	-4	-16	-19	1
CSc1ccc(CNCc2ccco2)cc1	16	5	3	-4	-23	-6	12	-1
C[C@@H]1CN([C@H](C)CO)C(=O)c2cc(C3=CCCC3)cnc2O[C@@H]1CN(C)Cc1cccc(F)c1	-24	19	-2	1	5	2	4	-2
